Source: PubChem (several laboratories)
Granule exo inh: lytic granule exocytosis inhibition; actives 0.66% (n = 360,000); AID 651702; inhibition, % at 10 µM; TALL-104 LAMP-1 surface exposure, flow cytometry; cells stimulated with thapsigargin and PMA;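 active means inhibition above about 55%, limit read from the data; inconclusive means no clear call, values can overlap the other calls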
aDG glyco act: alpha-DG glycosylation activation. Pro5-aDG cells, alpha-DG glycosylation AlphaScreen (IIH6); 0% Pro5, 100% B10-LARGE cell signal. activation, % at 10 µM. actives 0.22% (n = 360,000);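 active means activation of at least 8% versus controls, or a plate z-score of at least 8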;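 further: Pro5 are CHO cells carrying HIG-tagged alpha-DG that lacks glycosylation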
ABCB6 inh 2: inhibitors of human ABC transporter ABCB6 | Q9NP58 | fluorescence ratio to DMSO, % at 10 µM | actives 0.19% (n = 360,000) | K562-ABCB6 porphyrin accumulation, flow cytometry, 1 h; hits give low values;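 active means fluorescence ratio to DMSO below 75%, the collection mean minus 3 SD; inconclusive means too few cells collected in the well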;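 further: signal is porphyrin accumulated inside mitochondria; 100% equals median channel fluorescence of DMSO control wells; lower ratio means ABCB6 inhibition with less porphyrin fluorescence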
CaV13 ICDI inh: Disruptors of the CACNA1D IQ motif to Ca2+-dependent inactivation inhibitor domain association, primary screening, Förster resonance energy transfer in intact living … | inhibition, % at 12.3 µM | actives 0.098% (n = 340,000) | HEK cells, CFP/YFP FRET ICDI-IQ, plate reader, 10 min; percent FRET-ratio fall versus neutral wells;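 active means mean replicate inhibition of at least 30% and at least 1% of replicates passing that level; inconclusive means only one of the two criteria is met; inactive means neither criterion is met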;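 further: 0% = median of the neutral control wells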
iPSC survival up: hiPSC single-cell survival enhancement. actives 0.044% (n = 360,000). ATPlite luminescence; 100% = ROCK inhibitor wells, 0% = DMSO. survival enhancement, % at 20 µM. AID 602274; in the data active means survival enhancement above about 18%;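 further: cells exposed to compounds for 16 hours before the ATP read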
PDI inh: blocks human protein disulfide isomerase activity | actives 0.052% (n = 350,000) | AID 588391 | inhibition, % at 10 µM | PDI insulin aggregation turbidity, A650, 90 min;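 active means mean inhibition across replicates of 30% or more, whatever share of single replicates reach that level; inconclusive means mean inhibition below 30% while every single replicate reaches 30%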;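 further: absorbance from insulin aggregation driven by PDI reduction with DTT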
Target sequence (P07237 whole entry, looked up): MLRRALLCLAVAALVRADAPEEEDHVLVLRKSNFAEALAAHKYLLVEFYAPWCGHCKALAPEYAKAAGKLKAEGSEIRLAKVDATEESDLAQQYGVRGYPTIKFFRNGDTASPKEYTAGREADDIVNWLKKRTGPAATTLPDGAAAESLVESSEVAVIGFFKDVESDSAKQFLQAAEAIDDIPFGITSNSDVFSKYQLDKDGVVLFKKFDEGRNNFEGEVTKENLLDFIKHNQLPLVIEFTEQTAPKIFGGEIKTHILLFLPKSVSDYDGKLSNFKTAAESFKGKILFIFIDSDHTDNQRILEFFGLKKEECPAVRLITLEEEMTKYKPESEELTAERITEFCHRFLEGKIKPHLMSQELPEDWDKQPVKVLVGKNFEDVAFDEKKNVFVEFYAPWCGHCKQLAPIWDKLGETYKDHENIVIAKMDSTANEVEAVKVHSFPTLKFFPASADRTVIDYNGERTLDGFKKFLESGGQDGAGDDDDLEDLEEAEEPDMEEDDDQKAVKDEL
Cardio protect: modulators protecting cardiomyocytes from myocardial damage; H9c2 cardiomyocytes, H2O2 injury protection, ATPLite, 2 h; protection from H2O2 cell death, % at 20 µM; actives 0.63% (n = 360,000); AID 588492;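 active means compounds giving at least 50% protection of heart cells from peroxide-induced death in the single-dose screen, raw or plate-pattern-corrected value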;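 further: 0% = DMSO wells with peroxide and 100% = DMSO wells without peroxide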
m5-HT2A agonist: activates the mouse 5-HT2A serotonin receptor | CHO-K1 mHTR2A beta-arrestin complementation, luminescence; percent of 30 µM serotonin response | P35363 | actives 0.66% (n = 360,000) | AID 624169 | activation, % at 7.6 µM;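 active means activation above a run cutoff, the mean activation of all tested compounds plus 3 SD, cut at about 14% in these data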;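 further: 0% = plate median of compound wells and 100% = 30 µM serotonin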
Target sequence (P35363 whole entry, looked up): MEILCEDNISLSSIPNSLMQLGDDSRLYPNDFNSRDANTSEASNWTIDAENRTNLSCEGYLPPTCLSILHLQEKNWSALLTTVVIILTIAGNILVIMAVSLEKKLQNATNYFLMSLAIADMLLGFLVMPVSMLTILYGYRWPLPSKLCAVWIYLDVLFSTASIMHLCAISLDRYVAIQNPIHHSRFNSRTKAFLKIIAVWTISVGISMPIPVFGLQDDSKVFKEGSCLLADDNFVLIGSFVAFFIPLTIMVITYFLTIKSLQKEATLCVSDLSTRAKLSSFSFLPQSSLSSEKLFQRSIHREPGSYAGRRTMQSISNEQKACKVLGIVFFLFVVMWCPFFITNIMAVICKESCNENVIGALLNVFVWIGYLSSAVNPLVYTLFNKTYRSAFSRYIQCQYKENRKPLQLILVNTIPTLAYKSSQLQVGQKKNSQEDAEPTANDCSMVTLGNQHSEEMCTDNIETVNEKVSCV
Glyco luc inh: N-linked glycosylation inhibition | D54 ERlucT glycosylation luciferase reporter, 24 h; percent of 100 nM tunicamycin response | reporter increase, % at 12.5 µM | actives 0.23% (n = 360,000);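 active means mean luciferase reporter signal, scaled so untreated is 0 and the glycosylation-blocking control 100, at or above a set limit in every replicate; inconclusive means mean reaches the limit but not every replicate does; inactive means mean below the limit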;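 further: luciferase carries N-glycosylation sites so blocking glycosylation raises the light; 0% = median of neutral control wells and 100% = median of 100 nM tunicamycin wells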
Vif inh: HIV Vif inhibition; HEK293T cells, Vif self-association by quenched fluorescence, imaging, 24 h; inhibition, % at 7.49 µM; actives 0.35% (n = 340,000); in the data active means inhibition above about 50%, passing the limit was not always enough; inconclusive means no clear call, values can overlap the other calls; inactive means below about 31%; further: some results filed as inactive read as strong as hits
* marks the source's active call; other numbers are inactive results; ? = inconclusive; nt = no result given.

SMILES	Granule exo inh	aDG glyco act	ABCB6 inh 2	CaV13 ICDI inh	iPSC survival up	PDI inh	Cardio protect	m5-HT2A agonist	Glyco luc inh	Vif inh
CCC(C)(C)NC(=O)CCCSc1nc2ccccc2s1	1	0.0	99	-4	-0.4	1	-8	0	-1	-10
CCC(C)c1ccccc1NC(=O)c1cccnc1 (stereo unspecified)	0	0.0	98	-8	-1.2	1	6	-6	1	-1
COc1ccc(N(C2=NCCCS2)S(=O)(=O)c2ccc(C(C)(C)C)cc2)cc1	-2	0.6	99	3	0.4	-2	0	-1	-5	2
CC1CN(C(=S)NC(=O)c2cccc([N+](=O)[O-])c2)CC(C)O1 (stereo unspecified)	-4	-0.3	101	nt	-2.1	3	-11	-4	1	3
COc1ccc(C(Nc2ccccn2)c2oc(CO)cc(=O)c2O)cc1 (stereo unspecified)	-2	0.1	105	-5	4.0	-16	16	3	3	nt
O=C1C=C(c2ccccc2)CO1	10	0.0	96	-9	3.9	3	2	3	2	-11
O=C(COC(=O)c1ccc([N+](=O)[O-])o1)NC1CCS(=O)(=O)C1 (stereo unspecified)	2	-0.1	96	29	0.3	2	2	1	2	1
CCS(=O)(=O)N1Cc2ccccc2CC1C(=O)Nc1ccc(NC(C)=O)cc1 (stereo unspecified)	1	-0.3	96	-4	-1.3	6	2	-1	1	-10
CC(C)NCc1cc(Br)ccc1OCc1ccccc1	-3	0.2	102	1	2.2	19	-7	-7	-1	0
Cc1cc(C)c(NC(=O)CSc2nnc(-c3ccncc3)n2Cc2ccco2)c(C)c1	-4	0.2	97	nt	-0.6	-4	0	6	0	6
Fc1ccc(OCc2nc3ccccc3s2)cc1	-3	-0.5	109	7	-1.5	2	-11	-6	-7	0
Cc1oc2c(C)c(O)ccc2c(=O)c1N1C(=O)c2ccccc2C1=O	1	-0.1	98	-3	-1.4	3	-3	7	1	3
CCCCCOC(=O)c1ccc(NC(=O)c2ccco2)cc1	0	0.7	95	-5	1.7	0	-2	-4	-6	-17
CCc1nc2ccc(C(=O)Nc3ccc(NC(C)=O)cc3)cn2c1N(C)C(=O)Cc1ccccc1	10	-0.2	100	-6	-1.2	-6	9	2	2	-7
COC(=O)c1ccc(C(=O)OC)c(NC(=O)C(C)(C)C)c1	-3	-0.1	97	-20	-0.9	1	-3	-1	0	-5
O=C(NCc1ccncc1)c1nc(-c2cccs2)no1	3	0.1	101	-7	0.4	-2	-5	-2	-1	-12
CCN(Cc1nc2cc(Cl)ccc2c(=O)[nH]1)C(=O)c1cc(C2CC2)nn1-c1ccccc1	5	0.0	94	nt	0.9	-1	14	-7	1	-12
CCCc1nnc(NC(=O)c2ccc(N3C(=O)C4C5C=CC(C5)C4C3=O)cc2)s1 (stereo unspecified)	3	-0.2	99	nt	-0.6	-4	1	0	0	15
O=C(Cc1ccc(Br)cc1)Nc1ncc([N+](=O)[O-])s1	-6	0.1	98	-15	-0.8	-11	-19	3	-1	-6
Cc1cc(C)c(NC(=O)CS(=O)CC(=O)N2CCN(c3ccc(F)cc3)CC2)c(C)c1 (stereo unspecified)	2	0.1	96	-9	-1.2	-4	1	6	4	-2
CCOc1cc(N2CCOCC2)c(OCC)cc1NC(=O)C(C)C	6	0.2	100	2	-0.6	2	-2	0	0	27
CCOC(=O)c1c(S(=O)(=O)NCCCc2ccco2)c(C)n(C)c1C	21	-0.2	100	-5	-0.2	-6	0	4	-1	0
O=c1[nH]cnc(O)c1C(c1ccc([N+](=O)[O-])cc1)c1c(O)nc[nH]c1=O	-10	0.1	98	-4	-0.4	-7	0	1	0	0
O=C(NC1CCCC1)c1cc(-c2ccccc2)on1	-3	-0.1	94	-5	-0.5	-10	-4	8	4	-10
COc1ccc(-c2csc(Nc3ncccn3)n2)cc1C	6	0.0	97	-2	-0.7	-6	3	-2	1	-1
O=C(c1cccc2ccccc12)C1CCCN(C(=O)c2ccc(N3CCOCC3)cc2)C1 (stereo unspecified)	-9	0.7	97	-7	-0.7	-7	-3	-3	1	5
CCOc1ccc(S(=O)(=O)NCCC(=O)N2CC=C(c3ccccc3)CC2)cc1	-1	0.4	92	-5	1.6	7	-17	0	2	-11
O=C(CCNC(=O)c1ccc(Cl)cc1)NCc1cccc(C(F)(F)F)c1	5	0.1	96	-6	-0.5	3	0	-12	3	nt
Cn1c(=O)c2c(nc(Oc3ccc4c(c3)OCO4)n2Cc2ccc(Cl)cc2)n(C)c1=O	-2	0.3	102	nt	-1.4	-13	-8	1	2	20
COC(=O)Nc1c(C(=O)OC)cc(OC)c(OC)c1OC	10	0.2	94	nt	8.5	12	4	-1	2	13
COc1ccc(N2CCN(CCNC(=O)Nc3ccc(C)c(Cl)c3)CC2)cc1	13	0.2	95	-21	-0.1	-3	0	-11	1	-5
COc1ccc(S(=O)(=O)N2CCOCC2)cc1C(=O)Nc1ccc(N2CCCCCC2)cc1	3	0.4	93	-4	-3.9	-3	-22	-4	-5	6
CSc1ccc(S(=O)(=O)N(C)Cc2ccccc2)cc1	-4	1.0	98	-4	1.5	0	-5	-4	-1	-2
O=C(NNS(=O)(=O)c1ccccc1)c1cccnc1	8	-0.1	102	-1	0.1	4	-2	2	-1	7
O=Cc1cccc(Oc2ccc([N+](=O)[O-])cc2[N+](=O)[O-])c1	-3	0.1	100	-6	-0.8	12	1	1	4	3
Nc1nc(SCc2ccc(Br)cc2)[nH]c(=O)c1-c1ccccc1	-4	0.3	98	-6	-0.3	3	-5	-3	1	-19
Cc1ccn2c(C(=O)N/N=C/c3ccc(Cl)cc3)c(C)nc2c1	-3	0.0	100	-2	-0.5	2	3	4	1	-15
CC[C@]12c3[nH]c4cc(-c5ccco5)ccc4c3CCN1C(=O)[C@@H](CC(=O)NCCCOC)C[C@@H]2C(=O)N1CCN(C(=O)C2CC2)CC1	-1	0.3	93	-7	1.9	?	24	4	2	1
COc1ccc(-n2c(C)cc(/C=C3\SC(=S)NC3=O)c2C)cc1	4	0.4	98	-13	-3.0	-1	-10	-2	3	3
CCN(CC(=O)NCc1cccs1)C(=O)c1ccc(Cl)c(Cl)c1	1	2.1	98	-4	-0.4	-4	-2	4	-1	-2
CNC(=O)c1cc(C(=O)c2ccc(F)cc2C(F)(F)F)c[nH]1	-2	0.4	105	-4	-0.7	8	-7	2	-1	-5
CC(Nc1nc(-c2ccccc2F)nc2ccccc12)c1ccccc1 (stereo unspecified)	-11	0.5	95	-3	-0.3	-13	-11	-11	-8	3
COc1cccc(CSc2nc3ccccc3cc2C=O)c1	11	-0.3	96	-2	-2.7	-2	-1	3	9	-8
CSc1cccc(NC(=O)c2cnn3ccccc23)c1	-2	-0.2	94	-3	-0.6	1	-2	0	-8	1
COc1cccc(CN2CCN(c3ncccn3)CC2)c1OC	-8	-0.2	102	-6	-0.5	4	1	25*	-1	-1
Cc1ccc(C(=O)NCCc2nnc3ccc(SCC(=O)Nc4cc(C)on4)nn23)cc1	-2	0.0	86	2	-0.6	-2	-5	2	4	14
COc1ccc(NC(=O)C(CC(=O)O)Cc2ccc(Br)cc2)cc1 (stereo unspecified)	1	-0.1	98	-1	1.3	-2	-5	5	1	-8
COc1ccc(NC(=O)CSCC(=O)N(C)Cc2cccc(OC)c2OC)cc1	2	0.3	99	-6	-0.5	-1	1	2	-1	5
O=C(c1ccc(-c2ccccc2)c(F)c1)C1CCCN(C(=O)c2cncs2)C1 (stereo unspecified)	8	0.4	94	1	0.0	1	-11	-3	-4	-4
C=C(C)C(=O)OCCCCCCOc1ccc(C(=O)O)cc1	-1	0.9	98	-6	5.2	-3	4	4	3	0
CS(=O)(=O)N1CCC(C(=O)NCCc2ccccc2)CC1	0	-0.2	99	nt	0.4	2	3	4	1	-19
Cc1sc2ncn(CCn3cnc4sc(C)c(C)c4c3=O)c(=O)c2c1C	2	0.6	104	nt	3.4	9	-29	7	0	-10
C[C@H]1CN([C@@H](C)CO)C(=O)CCCn2cc(nn2)CO[C@@H]1CN(C)C(=O)NC1CCCCC1	0	0.3	98	-6	-0.6	nt	4	2	4	6
Brc1cc2c(cc1/C=N/Nc1nc3ccccc3s1)OCO2	-1	-0.4	100	nt	0.0	-1	13	2	1	19
Cc1ccc[n+](CC(=O)N2CCCc3ccccc32)c1	1	-0.3	97	-1	1.6	-1	6	0	-2	0
N/C(Cc1ccc([N+](=O)[O-])cc1)=N\OC(=O)c1ccco1	-3	-0.4	100	-4	-2.4	-9	6	5	1	-3
CCC(=O)N1CCN(c2ccc(Cl)cc2NC(=O)c2ccc3c(c2)OCCO3)CC1	2	0.0	97	-4	0.5	4	8	-1	-2	-5
CCN(CC)S(=O)(=O)c1cccc(C(=O)N/N=C/c2ccc(OC)c(O)c2)c1	-3	1.0	101	-3	-1.2	13	10	-1	3	0
CC(=O)c1c(C)[nH]c(C(=O)OCc2cc(-c3ccco3)on2)c1C	0	1.3	88	-7	-4.9	5	-12	12	-1	-11
COc1ccc(CCNS(=O)(=O)c2cc3c(cc2C)NC(=O)CO3)cc1OC	-2	-0.4	96	-7	1.9	nt	-7	-1	1	nt

Continuation.
SMILES	Granule exo inh	aDG glyco act	ABCB6 inh 2	CaV13 ICDI inh	iPSC survival up	PDI inh	Cardio protect	m5-HT2A agonist	Glyco luc inh	Vif inh
CCOC(=O)c1cnc2c(-c3ccccc3)cnn2c1C	7	-0.3	103	12	-2.5	-8	-21	-2	-7	2
CCCc1cc(=O)[nH]c(NCCc2ccccc2)n1	0	-0.1	96	-2	1.0	8	6	-5	2	2
CC1(C)NC(=O)N(CCOc2cccc(Oc3ccccc3)c2)C1=O	-3	0.1	101	-8	-0.3	-3	-4	-1	-4	nt
O=C(CCC(=O)N1CCOc2ccccc21)NCCCN1CCN(Cc2ccccc2)CC1	-6	0.2	98	-6	-0.4	nt	-5	-6	1	0
O=C1CC[C@@H](CN(Cc2ccccn2)Cc2nc(Cc3ccccc3)no2)N1	-2	-0.1	96	-6	0.6	-5	0	0	3	1
O=C(CSc1nnc(-c2ccccn2)n1Cc1ccco1)Nc1ccc2c(c1)OCO2	2	0.8	93	-6	0.8	-5	4	0	-2	-11
Cc1sc2ncn(CC(=O)N3CCCC(C)C3)c(=O)c2c1S(=O)(=O)N1CCCCC1 (stereo unspecified)	-12	0.0	98	-7	-0.6	11	5	-2	3	-2
CCOc1ccccc1OCC(=O)Nc1ccc(N2CCOCC2)cc1N1CCOCC1	3	-0.2	101	-6	-0.4	-1	1	0	1	-3
Cc1ccc(NS(=O)(=O)c2ccc3c(c2)CC(=O)N3)cc1C	3	-0.4	98	-7	-0.2	nt	-15	-2	-2	4
